SNCA expr inhib = inhibitors of alpha-synuclein (SNCA) gene expression. HEK-293 SNCA-luciferase knock-in, luminescence, 24 h. Potency, µM (top dose mostly 57.2 µM), inactives show at the highest dose activity change, negative = inhibition, usual class: inhibitors. 140,000 tested, 0.17% active. AID 1671194;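 also: potency is read from the fitted curve at half-maximal effect; plate controls were DMSO cells for no effect and cell-free wells for full effect; nearly all actives have a fitted effect of over 45% in size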
GPT2 inhibitor = inhibitors of human GPT2 alanine aminotransferase | Q8TD30 | Recombinant GPT2, coupled pyruvate oxidase/HRP Amplex Red fluorescence | Potency, µM (highest dose often 57.7 µM), for inactives: at the top dose activity change, negative = inhibition, usual class: inhibitors | 100,000 tested, 0.25% active | AID 1671188; also: potency is read from the fitted curve at half-maximal effect; nearly all actives have a fitted effect of over 60% in size; many of its hits are not listed in these tables
Target sequence (Q8TD30 whole entry, looked up): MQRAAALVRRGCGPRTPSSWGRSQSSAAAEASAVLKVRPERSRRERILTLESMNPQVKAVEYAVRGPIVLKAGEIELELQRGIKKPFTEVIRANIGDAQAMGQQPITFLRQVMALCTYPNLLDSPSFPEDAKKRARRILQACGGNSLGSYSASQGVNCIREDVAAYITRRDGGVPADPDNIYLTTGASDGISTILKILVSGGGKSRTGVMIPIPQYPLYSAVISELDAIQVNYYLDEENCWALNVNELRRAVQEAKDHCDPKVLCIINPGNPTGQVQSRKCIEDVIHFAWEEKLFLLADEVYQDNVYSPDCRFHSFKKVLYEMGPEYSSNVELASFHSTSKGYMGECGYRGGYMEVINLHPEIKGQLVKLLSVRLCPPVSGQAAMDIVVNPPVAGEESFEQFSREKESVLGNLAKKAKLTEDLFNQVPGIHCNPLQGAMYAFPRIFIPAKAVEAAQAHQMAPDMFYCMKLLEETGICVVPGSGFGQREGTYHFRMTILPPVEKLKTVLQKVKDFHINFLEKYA
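Recombinant GPT2 (10ng/uL) with 250uM a-KG and 2mM L-alanine, 30 min at room temperature, in HEPES pH 7.5 buffer. Pyruvate detected by pyruvate oxidase/HRP/Amplex Red fluorescence after 30 min in the dark; AOA (50uM) as positive control.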
Luciferase inh = inhibitors of firefly (Photinus pyralis) luciferase. 76,000 tested, 2.5% active. AID 1347043. P08659. Potency, µM (highest dose often 115 µM), for the others: at the highest dose activity change, negative = inhibition, usual class: inhibitors. purified P. pyralis luciferase, luminescence, biochemical; also: potency is read from the fitted curve at half-maximal effect; nearly all actives have a fitted effect of over 65% in size
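Luminescence read by CCD imager after adding enzyme (10nM final) to wells holding compound, titrated in qHTS. Substrates 10uM each D-luciferin and ATP; buffer 50mM Tris acetate pH 7.5, 10mM Mg acetate, Tween-20, BSA.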
HEK293 tox = cytotoxic compounds in HEK 293 cells; HEK 293 viability, ATP luminescence (CellTiter-Glo), 48-72 h; Potency, µM (titrated, usually from 115 µM), inactives show top-dose activity change, negative = cytotoxicity, actives largely listed as inhibitors; 94,000 tested, 6.6% active; AID 1345083; also: potency is read from the fitted curve at half-maximal effect; nearly all actives have a fitted effect of over 60% in size
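Luminescence from cellular ATP, measured with CellTiter-Glo, indicates HEK 293 viability. Cells plated at 250 cells/well are treated with compound for 48 or 72 hr at 37 degree Celsius before reagent addition.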
IP6K1 inh = inhibitors of human IP6K1. 140,000 tested, 0.81% active. Q92551. activity change, % (series mostly up to about 58 µM). IP6K1 kinase, ADP-Glo luminescence, 2 h; stronger effect = lower value; in the data active = activity change below about -25%
Target sequence (Q92551 whole entry, looked up): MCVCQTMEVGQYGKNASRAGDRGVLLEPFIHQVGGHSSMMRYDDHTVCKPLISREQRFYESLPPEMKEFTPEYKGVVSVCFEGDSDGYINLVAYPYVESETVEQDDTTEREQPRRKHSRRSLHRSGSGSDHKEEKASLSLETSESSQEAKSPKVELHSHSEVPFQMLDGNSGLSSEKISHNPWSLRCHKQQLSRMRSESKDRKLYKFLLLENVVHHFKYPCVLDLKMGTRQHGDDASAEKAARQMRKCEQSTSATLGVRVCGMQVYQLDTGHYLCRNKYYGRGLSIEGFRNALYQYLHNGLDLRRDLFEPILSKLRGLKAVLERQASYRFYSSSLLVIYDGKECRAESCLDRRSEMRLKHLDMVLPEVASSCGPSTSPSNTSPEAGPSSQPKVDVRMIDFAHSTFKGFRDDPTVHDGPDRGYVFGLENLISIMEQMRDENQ
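ADP-Glo luminescence measures ADP made by human IP6K1 during a 2 h RT reaction with ATP/IP6 (mix at 1.3 mM/130 uM); top library doses 57.5 and 19.1 uM final.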
NIH3T3 tox = NIH 3T3 cell cytotoxicity. NIH 3T3 viability, CellTiter-Glo ATP luminescence, 48-72 h. Potency, µM (top dose mostly 96.7 µM), for inactives: top-dose activity change, negative = cytotoxicity, most hits filed as inhibitors. 94,000 tested, 4.3% active. AID 1345082; also: potency is read from the fitted curve at half-maximal effect; nearly all actives have a fitted effect of over 55% in size
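ATP-dependent luminescence (CellTiter-Glo) served as the viability signal for NIH 3T3 cells treated with compound for 48 or 72 hr at 37 °C.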
SNCA viab count = counter-screen for SNCA expression inhibitors: cell viability. HEK-293-SNCA-luc viability, GF-AFC fluorescence, 24 h. Potency, µM (top dose mostly 57.1 µM), without a hit: at the highest dose activity change, negative = cytotoxicity, usual class: cytotoxic. 150,000 tested, 0.12% active. AID 1671193;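 also: potency is read from the fitted curve at half-maximal effect; 0% = DMSO-treated cells and -100% = medium-only wells without cells; nearly all actives have a fitted effect of over 30% in size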
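HEK-293-SNCA-luc cells (1500/well) plated 24 h, then exposed 24 h to a dilution series; GF-AFC added 30 min at 37C, fluorescence 405/540 nm; normalised to medium-only and DMSO wells, Hill fit.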
Active calls of the source: *; i = inactive; ? = inconclusive; nt = not tested or not shown; [ ] = another dose, or the depositor's remark. Unless noted, calls follow the shape of the dose curve; as a rule, active = well fitted curve in the direction sought with a large enough effect; inconclusive = small, poorly fitted or top-dose-only effect, or another doubt; inactive = no such curve, though single readings can be large; an effect the other way counts as inactive or inconclusive. Unless noted, % is scaled to controls: 0 for no effect and ±100 for the full control effect. Some of the compounds tested (hit frequency here may not be typical).

Below each compound: IP6K1 inh	SNCA viab count	SNCA expr inhib	Luciferase inh	HEK293 tox	NIH3T3 tox	GPT2 inhibitor
CC(C)n1c(SCC(=O)Nc2ccc(F)cc2)nc2c(oc3ccccc32)c1=O
  3	5%	-11%	nt	nt	nt	nt
O=C(NC1CC1)c1nc(-c2cccnc2)c2ccccn12
  -13	-14%[87.6 µM]	36%[activator][87.6 µM]	nt	-10%[172 µM]	45µM*	3%[88.5 µM]
Nc1cc(=O)nc(SCC(=O)Nc2ccc(F)cc2)n1-c1ccccc1Cl
  13	?	?	nt	nt	nt	nt
COCCn1c(C)cc(C(=O)NCC(=O)N2CCCCCNC(=O)CC2c2ccccc2)c1C (stereo not given)
  1	?	21%	1%	i	-7%	i
Cc1cc2nc(-c3ccc(NC(=O)c4ccccc4F)cc3)oc2cc1C
  0	-2%	74%[activator]	nt	nt	nt	nt
O=C1CCC(CCC(=O)N2CCCC2c2ccc(F)cc2)(Cc2cccc3ccccc23)N1 (stereo not given)
  12	-4%	-18%	0%	-6%	-10%	i
C=Cc1ccc(O[C@@H]2O[C@H](CO[C@@H]3O[C@@H](C)[C@H](O)[C@@H](O)[C@H]3O)[C@@H](O)[C@H](O)[C@H]2O)cc1
  -5	-4%[23.9 µM]	nt	nt	nt	nt	i
COc1cccc(N2C(=O)NC(=NC3CCCC3)C23CCN([S+](=O)([O-])c2cccs2)C3)c1 (stereo not given)
  -5	-14%	1%	nt	-21%	-16%	i
O=C1CCC2(C(=O)NCCCN3CCCC3)CCC=C2N1C1CCCC1 (stereo not given)
  9	3%	16%	nt	-8%	-3%	i
O=C1Nc2ccccc2C(=O)N2CC[C@H](NS(=O)(=O)c3cccs3)[C@@H]12
  16	2%[87.6 µM]	0%[87.6 µM]	5%[172 µM]	-11%[172 µM]	-22%[174 µM]	0%[88.5 µM]
COc1ccc(OCC2(C)COc3ccc(C(=O)NCCc4ccccc4)cc3N2)cc1 (stereo not given)
  4	-4%[87.6 µM]	-26%[87.6 µM]	-4%[172 µM]	?	?	0%[88.5 µM]
CCC(C(=O)Nc1ccccc1C(=O)OC)n1nc(C)c2c(C)n(-c3ccc(C)cc3)nc2c1=O (stereo not given)
  8	?	?	nt	nt	nt	nt
Cc1cc(N)n(CC(=O)N2CC[C@@]3(O)CCN(S(C)(=O)=O)C[C@H]3C2)n1
  -15	5%	-1%	-6%	-6%	i	i
Cn1ncc(N2CCC(C(=O)NCCCN3CCc4ccccc4C3)C2)cc1=O (stereo not given)
  5	6%	42%[activator]	0%	i	5%	1%
COc1ccc(C(=O)N2CCC3(CCNC(=O)CC3)CC2)cc1F
  6	4%	3%	0%	-3%	3%	i
COCCn1c(=O)c(C(=O)N2CCN(C(=O)c3cccc(Cl)c3)CC2)nc2cccnc21
  4	-1%	39%[activator]	nt	3%	2%	i
Clc1ccccc1CNc1ncnc2c1c(-c1ccccc1)cn2-c1ccccc1
  27	10%	27%	nt	nt	nt	nt
Nc1nc(-n2cc(C(=O)O)c(=O)c3cc(F)c(N4CC(O)C4)c(Cl)c32)c(F)cc1F
  -7	15%	nt	nt	nt	nt	i
COc1cccc(CN2CCCCCNC(=O)[C@@H]3CCC[C@@H]32)c1
  -5	6%	22%	-12%	?	?	i
CC(=O)Nc1ccc(-c2ccc(=O)n3c2[C@@H]2C[C@@H](CN(S(=O)(=O)c4ccc(Cl)cc4)C2)C3)cc1
  26	-18%	-9%	8%	14µM*	-7%	-6%
COCCNC(=O)[C@@H]1C[C@H](Oc2cccnc2)CN1C(=O)c1ccoc1
  17	8%	6%	-13%	-22%	-8%	i
Cc1ccccc1C(=O)Nc1cc(C)c(O)c(-c2nc3ccccc3o2)c1
  12	0%	1%	nt	nt	nt	nt
C=CCNC(=O)C(NC(=O)c1cccc(OC)c1)C1CCN(C(=O)c2ccc(F)cc2)CC1 (stereo not given)
  7	5%	-6%	-7%	i	-13%	i
CCc1ccc(NC(=O)c2cc(=O)c3ccc(C)c(C)c3o2)cc1
  -19	-11%	?	nt	nt	nt	nt
Cc1ccc(-n2c(C3CCN(C(=O)c4ccccc4C(F)(F)F)CC3)n[nH]c2=O)cc1
  -18	5%	-20%	4%	-1%	?	i
COC[C@@H]1CN(Cc2cnn(C)c2)C[C@H]1C(=O)N(C)C
  9	11%	19%	-7%	-5%	-7%	?
O=C1CC2(CCN(Cc3cccc4ccccc34)CC2)Oc2ccccc21
  12	-11%	-16%	-7%	35µM*	?	5%
O=C(CSc1nccn1-c1cccc(Cl)c1)Nc1cccc(C(F)(F)F)c1
  -5	-7%	-29%	nt	nt	nt	nt
CC1(C)C2CCC1(C)C(OC(=O)C(O)(CC(=O)O)CC(=O)O)C2 (stereo not given)
  -3	-36%	nt	nt	nt	nt	i
Cc1ccc(Nc2c(-c3ccc(C)cc3)nc3c(C)cccn23)cc1
  -3	-7%	-29%	nt	nt	nt	nt

In the list so far, 2 contain a COOH group.
Below each compound: IP6K1 inh	SNCA viab count	SNCA expr inhib	Luciferase inh	HEK293 tox	NIH3T3 tox	GPT2 inhibitor
Nc1nc(-n2cc(C(=O)O)c(=O)c3cc(F)c(N4CC(O)C4)c(Cl)c32)c(F)cc1F
  -7	15%	nt	nt	nt	nt	i
CC1(C)C2CCC1(C)C(OC(=O)C(O)(CC(=O)O)CC(=O)O)C2 (stereo not given)
  -3	-36%	nt	nt	nt	nt	i

Next part.
Below each compound: IP6K1 inh	SNCA viab count	SNCA expr inhib	Luciferase inh	HEK293 tox	NIH3T3 tox	GPT2 inhibitor
CC(C)(C)NC(=O)C[C@@H]1CCNC[C@@H]1Cc1cc(-c2ccc(F)cc2)on1
  17	-8%[87.6 µM]	?	4%[172 µM]	?	?	?
CN1CCN(C(=O)C2CCc3nnc(-c4cccc(C(F)(F)F)c4)n32)CC1 (stereo not given)
  22	-7%	-28%	nt	-10%	-19%	-8%
COc1ccc(CCNC(=O)c2cc3c(=O)[nH]c(C)cn3n2)cc1OC
  -19	1%	2%	-6%	1%	-13%	i
COC(=O)c1ccccc1NC(=O)Cn1c(=O)n(-c2cccc(OC)c2)c(=O)c2c(C)c(C(=O)N(C)C)sc21
  46	10%	-7%	nt	nt	nt	nt
COC[C@@H]1CN(Cc2cn(C)nc2C)C[C@H]1C(=O)N(C)C
  16	-4%	28%	0%	-1%	-15%	-6%
C/C(=N/NC(=O)c1ccncc1)C(=O)O
  3	-24%[23.9 µM]	-39%[25.6 µM]	nt	nt	nt	-15%
c1ccc(CN2CCC(N3CC(OCC4CC4)C34CCOCC4)CC2)cc1 (stereo not given)
  12	-20%	31%[activator]	1%	?	-16%	-6%
COc1ccc(-c2cc(C[C@@H]3C[C@H](NC(=O)c4ccccc4)C3(C)C)no2)cc1
  5	-20%[87.6 µM]	?	-26%[172 µM]	?	?	-11%[88.5 µM]
O=C(NCc1cccs1)C1CCCN(c2ccnc3ccnn23)C1 (stereo not given)
  12	?	-3%[87.6 µM]	nt	89µM*	?	?
COCc1cc(=O)n(CC(=O)NCc2ccc(F)cc2)c(N2CCOCC2)n1
  21	18%	29%	-5%	-12%	-24%	i
O=C(c1cccc(Cl)c1)N1CCC(C(=O)N2CCC(c3nc4ncccc4[nH]3)CC2)CC1
  13	-2%	-8%	nt	?	-21%	-32%
O=C(Nc1ccc(Cl)cc1)NC1CCN(c2nc3ncccc3o2)C1 (stereo not given)
  23	5%	13%	nt	2%	-30%	0%
Cc1ccccc1C(=O)Nc1c(C)nc2ccccn2c1=O
  -4	11%	16%	nt	nt	nt	nt
CS(=O)(=O)c1cnc(NCCc2cnc[nH]2)nc1C1CCCNC1 (stereo not given)
  3	5%	-3%	?	i	i	-5%
CC(=O)N1CC[C@]2(O)CCN(C(=O)CCCc3ccc(F)cc3)C[C@@H]2C1
  -6	6%	1%	-6%	1%	-6%	1%
O=C(CCc1nc2ccccc2s1)NCC(=O)N1CCCCCCNC(=O)CC1c1ccccc1 (stereo not given)
  0	-3%	-14%	-1%	-17%	-13%	i
CN(C)c1ccc(C(CNS(=O)(=O)c2ccc(Cl)cc2)N2CCOCC2)cc1 (stereo not given)
  -2	14%	32%[activator]	nt	nt	nt	nt
COc1ccc(N2Cc3c(NCC(C)(C)C)ncnc3N(C)CC2=O)cc1
  9	0%	11%	4%	-8%	-22%	?
CCC1CCCCN1CCCNC(=O)c1sc2nc(C)cc(C)c2c1-n1cccc1 (stereo not given)
  10	-8%	13%	nt	nt	nt	nt
O=C(NCc1ccccc1)C1CCN(C(=O)c2ccc(-c3cncnc3)cc2)CC1
  -2	3%	16%	nt	i	-27%	i
COCCNC(=O)CCc1c(C)nc2c(c(C)nn2-c2ccc(C)cc2)c1C
  0	5%	0%	nt	nt	nt	nt
COCCNC(=O)[C@@H]1C[C@H](Oc2ccccc2)CN1C(=O)c1n[nH]c(=O)c2ccccc12
  0	10%	-9%	1%	-13%	i	1%
CC(C)N1C[C@@H](F)[C@@H](OCc2nc3ccc(F)cc3[nH]2)C1
  10	2%[87.6 µM]	20%[87.6 µM]	-27%[172 µM]	-5%[172 µM]	i	0%[88.5 µM]
CCOc1ccc(NC(=O)C2CN(S(=O)(=O)c3cccnc3)CC23CCCCC3)cc1 (stereo not given)
  1	-4%	11%	-5%	?	?	i
Cc1ccc(NC(=O)c2cc3cn(C(C)C)cc3s2)c(C)c1
  -11	0%	-22%	-17%	?	-8%	-1%
CC1(C)C2CCC(CO[C@@H]3O[C@H](CO[C@@H]4OC[C@](O)(CO)[C@H]4O)[C@@H](O)[C@H](O)[C@H]3O)C1C2 (stereo not given in full)
  6	-34%[23.9 µM]	nt	nt	nt	nt	?
O=C(CSc1nc(=O)n(Cc2ccco2)c2c1CCC2)Nc1cccc(F)c1
  -3	-3%	2%	nt	nt	nt	nt

Random excerpt: 3 compounds from above.
Below each compound: IP6K1 inh	SNCA viab count	SNCA expr inhib	Luciferase inh	HEK293 tox	NIH3T3 tox	GPT2 inhibitor
CN(C)c1ccc(C(CNS(=O)(=O)c2ccc(Cl)cc2)N2CCOCC2)cc1 (stereo not given)
  -2	14%	32%[activator]	nt	nt	nt	nt
Cc1ccccc1C(=O)Nc1c(C)nc2ccccn2c1=O
  -4	11%	16%	nt	nt	nt	nt
O=C(NCc1ccccc1)C1CCN(C(=O)c2ccc(-c3cncnc3)cc2)CC1
  -2	3%	16%	nt	i	-27%	i
